CHO parental Ca = signal in parental CHO cells, OX1R antagonist counter-screen. parental CHO-K1, ATP-induced calcium, Fluo-8 fluorescence. inhibition, % at 5.6 µM. hit rate 0.63% among 330,000;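 active = inhibition above that plate's mean sample inhibition plus 3 SD, cut at about 26% in these data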;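 also: 0% = ATP-challenged DMSO wells and 100% = DMSO wells without ATP; some compounds past the cut are filed as inactive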
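Material: Parental CHO cells | Reagent: ATP | Compound dosing: Single nominal dose of 5.6 µM per compound | Detection: Intracellular calcium via Fluo-8 no-wash fluorescent dye | Read-out: % inhibition of ATP-induced calcium mobilization | Benchmarks: Low control ATP plus DMSO, high control DMSO only | Replicates: Singlicate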
TAAR1 ag = agonists of human TAAR1 | hit rate 0.99% among 360,000 | CHO RD-HGA16 TAAR1, Fluo-8 calcium fluorescence; vehicle wells 0%, saturating PEA agonist 100% | activation, % at 3 µM | Q96RJ0 | AID 624467;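 active = activation above the mean activation of all test compounds in the run plus 3 SD, cut at about 38% in these data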
Target sequence (Q96RJ0 whole entry, looked up): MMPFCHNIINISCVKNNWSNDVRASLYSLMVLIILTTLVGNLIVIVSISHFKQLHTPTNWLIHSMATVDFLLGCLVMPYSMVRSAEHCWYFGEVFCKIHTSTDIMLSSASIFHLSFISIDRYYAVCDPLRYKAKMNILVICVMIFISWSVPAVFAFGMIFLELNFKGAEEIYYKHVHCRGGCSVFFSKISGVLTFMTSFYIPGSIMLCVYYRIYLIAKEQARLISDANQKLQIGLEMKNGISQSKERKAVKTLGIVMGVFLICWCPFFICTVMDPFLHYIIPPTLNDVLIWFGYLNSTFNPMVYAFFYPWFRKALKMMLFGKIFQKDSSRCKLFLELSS
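Signal – calcium-sensitive Fluo-8 signal, excitation 470-495, emission 515-575 nm · System – RD-HGA16 (CHO) cells co-expressing Gα16 and hTAAR1 · Incubation – 17-24 h seeding, 75 min 37 °C dye, 30 min RT · Compound dosing – 3 µM single concentration · Repeats – no replicates (n 1)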
TAAR1 antag = human TAAR1 antagonism. CHO RD-HGA16 TAAR1, Fluo-8 calcium fluorescence, antagonist. inhibition, % at 3 µM. hit rate 1.5% among 360,000. AID 624466;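 active = inhibition above a per-plate cutoff, the mean inhibition of test compounds on that plate plus 3 SD, cut at about 49% in these data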;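 also: 0% = DMSO plus EC80 beta-PEA response and 100% = DMSO alone without agonist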
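Assay system: CHO-derived RD-HGA16 cells stably expressing human TAAR1 plus Gα16. Timing: 140 s kinetic read after compound, 140 s after agonist. Technique: kinetic Fluo-8 calcium fluorescence measurement. Measure: % inhibition of agonist calcium response.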
CHRM1 agonist = human M1 muscarinic receptor agonism; P11229; CHO-K1 hM1, Fluo-8 calcium fluorescence, agonist mode; 0% DMSO, 100% acetylcholine EC100; activation, % at 3 µM; hit rate 0.33% among 360,000; AID 588814;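 active = activation above the run's mean compound activation plus 3 SD, cut at about 16% in these data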;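 also: peak over basal fluorescence ratio within a 140 s kinetic read after compound addition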
OXTR potentiate = human OXTR potentiation. hit rate 0.061% among 320,000. CHO-OTR cells, Fluo-8 calcium fluorescence, potentiator mode; 0% = oxytocin EC15, 100% = EC100. AID 2445. activation, % at 3 µM;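 active = activation above that plate's cutoff, the mean activation of tested compounds plus 3 SD, cut at about 6.6% in these data, passing the limit was not always enough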;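 also: 100% uses oxytocin at 75 nM as the full agonist control; some results filed as inactive read as strong as hits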
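System: human OTR in CHO cells; Also added: sub-maximal oxytocin, roughly EC15; Timing: compound 6 min at room temperature before oxytocin, 100 s read; Technique: Fluo-8 intracellular calcium fluorescence, ex 470-495, em 515-575 nm; Controls: oxytocin EC15 low and EC100 high; Replication: singlicate.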
M1 ag parental = counter-screen for M1 agonists: effect in parental CHO-K1 cells; Fluo-8 calcium fluorescence; scaled to maximal ATP response, vehicle zero; activation, % at 3 µM; hit rate 0.48% among 360,000; in the data active = activation above about 15%;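 also: untransfected CHO-K1 host cells lacking M1 receptor as counterscreen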
M1 PAM parental = M1 PAM counterscreen hit in parental CHO-K1 cells; ATP EC20, Fluo-8 calcium fluorescence; 0% at ATP EC20, 100% at ATP max; activation, % at 3 µM; hit rate 0.02% among 360,000; AID 602247;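 active = activation above the run cutoff, the mean activation of all test compounds plus 3 SD, cut at about 40% in these data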;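 also: peak over basal fluorescence ratio in a 140 s read after ATP addition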
CHO-K1 Ca antag = counter-screen for M1 antagonists: effect in parental CHO-K1 cells. ATP-induced calcium, Fluo-8 fluorescence. inhibition, % at 3 µM. hit rate 0.6% among 360,000. AID 602250;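 active = inhibition above a per-plate cutoff, the plate's mean sample inhibition plus 3 SD, cut at about 24% in these data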;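 also: 0% = DMSO plus EC80 ATP and 100% = DMSO alone without ATP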
V1R ag counter = activates human V1a receptor in oxytocin agonist counter-screen. CHO-V1R cells, Fluo-8 calcium fluorescence, agonist mode; 0% DMSO, 100% 3 nM vasopressin. hit rate 0.25% among 320,000. AID 2797. activation, % at 3 µM;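 active = activation above the mean activation of all tested compounds plus 3 SD, per screening run, cut at about 20% in these data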;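 also: signal is peak over basal fluorescence ratio across a 100 second FLIPR read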
Target sequence (P37288 whole entry, looked up): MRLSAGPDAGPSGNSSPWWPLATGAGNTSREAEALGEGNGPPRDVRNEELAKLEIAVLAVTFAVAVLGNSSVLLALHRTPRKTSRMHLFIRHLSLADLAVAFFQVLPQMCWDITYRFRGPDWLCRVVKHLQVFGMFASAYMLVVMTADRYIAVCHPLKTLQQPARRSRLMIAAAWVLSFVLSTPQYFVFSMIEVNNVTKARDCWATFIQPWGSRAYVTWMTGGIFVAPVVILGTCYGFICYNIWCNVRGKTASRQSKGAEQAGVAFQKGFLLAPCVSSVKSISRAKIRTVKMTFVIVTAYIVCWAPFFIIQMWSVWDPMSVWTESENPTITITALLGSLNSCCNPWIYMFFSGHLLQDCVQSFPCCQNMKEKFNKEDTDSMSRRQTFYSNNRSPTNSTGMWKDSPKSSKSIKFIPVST
An asterisk follows results filed as active; x = no result given.

The line under a structure holds: CHO parental Ca	TAAR1 ag	TAAR1 antag	CHRM1 agonist	OXTR potentiate	M1 ag parental	M1 PAM parental	CHO-K1 Ca antag	V1R ag counter
- Cc1cccc2cc(-c3nc4ccc(C(=O)O)cc4[nH]3)c(=O)oc12
 : 3	x	x	-5	-8	0.7	12	-6	0.0
- N#Cc1nc(COc2ccccc2)oc1N1CCCCC1
 : -11	0	-24	-12	-3	0.7	21	-7	-1.3
- O=C(O)Cn1c(CCS(=O)(=O)c2ccc(Br)cc2)nc2ccccc21
 : -8	6	3	-7	-9	0.1	19	-3	-0.2
- CCC1CN(C(=O)Nc2ccc(C)cc2)c2cc(C)ccc2O1 (configuration not stated)
 : -21	14	-18	-15	5	-0.1	6	-13	-1.3
- Cn1c2ccccc2c2ncn(CCCN3CCOCC3)c(=O)c21
 : -22	4	-1	-3	5	-0.2	-4	-15	1.0
- CC(C)CC1C(=O)N(Cc2cn(Cc3ccco3)nn2)CCS(=O)(=O)N1Cc1ccc(-c2ccc(Cl)c(Cl)c2)cc1 (configuration not stated)
 : x	2	2	1	x	0.1	-10	7	x
- Cc1cc(C)c(NC(=O)CSc2nc3ncc(Br)cc3[nH]2)c(Cl)c1
 : -24	5	-13	1	-4	1.1	15	-19	7.6
- O=C(COc1ccc(Br)cc1Br)NC1CCCC1
 : -6	4	1	-1	-14	1.7	14	-1	1.6
- Cc1ccc(NC(=O)CN(C)C(=O)COC(=O)/C=C/c2cccs2)cc1
 : -18	-1	-17	-2	3	2.6	11	-11	0.4
- Brc1cc2c(cc1CSc1ncccn1)OCO2
 : -3	2	-13	-1	1	-0.7	-24	14	-0.4
- Cc1cccc(OCC(=O)OCC(=O)c2c(N)n(C)c(=O)n(C)c2=O)c1
 : -11	8	-16	-2	-16	1.3	-4	-11	1.4
- N#CC12C(N)=NC3(OCCO3)C1(C#N)C1=C(CCC1)NC2c1ccccc1 (configuration not stated)
 : 7	1	-6	-2	-4	0.4	-1	1	0.9
- COc1ccc(CC(=O)OCC(=O)NC2CCCCC2)cc1OC
 : -16	0	3	-3	-3	1.4	11	-9	0.2
- Cc1cc(C)n(-c2cccc(Cl)c2)c(=O)c1C#N
 : -10	1	-4	-6	-9	0.6	19	-6	-0.1
- COc1cccc(-n2c(SC)nnc2-c2c[nH]c3ccccc23)c1
 : -3	1	-17	-5	-2	6.0	14	4	1.3
- COc1ccc(C(=O)N2CCN(CCc3ccccn3)CC2)cc1
 : -5	0	-14	-2	-3	0.7	9	2	0.8
- CC1CN(C(=O)CCNC(=O)c2ccc(Br)cc2)CC(C)O1 (configuration not stated)
 : -11	-1	-13	-1	-5	0.8	9	2	-0.7
- COc1ccc(CCNC(=O)CSc2nc(N)c(C#N)c(-c3cccs3)c2C#N)cc1OC
 : -15	4	-19	-8	6	1.4	15	-15	-0.3
- Cc1ccc(NC(=O)Cn2ncc3ccccc32)c(Cl)c1
 : -8	-2	7	-6	-13	-0.3	-11	-13	-0.9
- O=C(NC1CC1)c1sccc1-n1cccc1
 : -13	6	-9	-1	-13	0.7	3	11	-0.2
- O=C1C2C3c4ccccc4C(c4ccccc43)C2C(=O)N1c1cccnc1 (configuration not stated)
 : -11	4	0	-7	-1	1.2	20	-4	0.7
- COCCn1c(=S)[nH]c2cc(OC)c(OC)cc2c1=O
 : -8	2	-7	-2	0	0.2	-6	18	-1.0
- COCCN(C(=O)CSc1nc2ccccc2s1)c1c(N)n(Cc2ccccc2)c(=O)[nH]c1=O
 : x	3	7	-3	x	0.4	-3	-3	x
- COc1cc(C(=O)O/N=C(\N)c2cccc([N+](=O)[O-])c2)cc(OC)c1OC
 : -5	5	-24	-4	-9	-0.1	0	3	-0.3
- COc1ccc(OC)c2c(N3CC(C)OC(C)C3)cc(C(F)(F)F)nc12 (configuration not stated)
 : -14	0	-14	-4	-3	0.3	13	-1	-0.7
- CC(=O)NC(c1ccccc1)c1cccnc1 (configuration not stated)
 : -15	2	-3	-6	-12	-0.2	-2	13	0.5
- CCN(CC)c1ccc(S(=O)(=O)N(CC)CC)cc1NC(=O)c1cccnc1
 : -21	2	4	-3	1	3.2	6	-6	-0.1
- O=S(=O)(Cc1cc(NCc2ccccc2)nc(-c2ccccn2)n1)c1ccccc1
 : -34	13	0	-13	3	1.4	21	1	0.1
- Fc1cccc2sc(Nc3nnc(-c4ccccc4)o3)nc12
 : 7	6	0	-2	-14	0.1	-15	9	6.3
- O=C(CCCOc1ccc(Cl)cc1Cl)NCCc1nnc2ccccn12
 : -14	4	-15	-4	-5	0.1	-10	3	1.0
- O=C(O)CCCC(=O)NS(=O)(=O)c1ccc(Cl)cc1
 : 1	13	-23	-1	-8	0.1	20	-5	1.2
- O=C(CN(Cc1ccccc1)S(=O)(=O)c1ccc(S(=O)(=O)N2CCOCC2)cc1)Nc1ccccc1
 : -8	4	5	-5	-7	-0.1	19	-3	0.1
- Cc1cccc(C(=O)N2CCN(CCNC(=O)C(=O)Nc3ccc(F)cc3)CC2)c1
 : -7	5	-5	-2	-5	-0.2	6	10	2.8
- CCCCCOc1ccc(NC(=O)C(=O)NCCC2=CCCCC2)cc1
 : -13	x	x	-3	-4	-0.3	1	0	1.2
- CC(=O)c1cc2c(cc1NC(=O)CCNC(=O)c1ccccc1Cl)OCO2
 : -16	9	0	3	-7	1.1	20	-12	0.4
- CN1C(=O)Cc2cc(S(=O)(=O)N3CCN(c4cccc(Cl)c4)CC3)ccc21
 : 18	0	-33	-3	-12	-0.1	-12	-9	-0.9
- Cc1nn(Cc2cccc(C(=O)N3N=C(C(F)F)CC3(O)C(F)F)c2)c(C)c1[N+](=O)[O-] (configuration not stated)
 : -14	9	2	-2	-12	9.4	8	2	11
- COc1ccc(S(=O)(=O)N(Cc2ccc(OC)c(OC)c2)Cc2ccco2)cc1
 : 21	9	16	-2	-23	7.4	9	0	5.9
- O=C(NCCNc1ccccc1[N+](=O)[O-])c1ccccc1F
 : -10	1	12	-3	-7	1.3	12	-5	-1.2
- C=CCOc1cccc(C2C(C(=O)c3ccc(C)o3)=C(O)C(=O)N2Cc2ccncc2)c1 (configuration not stated)
 : 3	3	-1	-3	-12	-0.6	-5	10	-0.5
- COc1ccc(NC(=O)CSc2ccccc2)c([N+](=O)[O-])c1
 : -10	1	-8	-8	-13	0.4	-14	3	-1.4
- CCN(CC)S(=O)(=O)c1cccc(C(=O)NC(C(=O)Nc2nnc(C3CC3)s2)C(C)C)c1 (configuration not stated)
 : -17	-1	-14	-4	-8	0.1	9	-17	-0.2
- O=C1c2c(O)cc(O)cc2O[C@@]12c1c(cc(O)c3c1O[C@H](c1ccc(O)cc1)[C@@H](O)C3)O[C@@H]2c1ccc(O)cc1
 : -7	3	-25	-2	-11	1.0	4	-14	-1.0
- O=C(c1cccc(Cl)c1)C1CCCN(Cc2ccc(N3CCNC3=O)cc2)C1 (configuration not stated)
 : -9	7	-23	-6	-19	1.6	14	-13	0.6
- CN(C(=O)c1sc2nc(N3CCCC3)c3c(c2c1N)CC(C)(C)OC3)c1ccccc1
 : -17	-1	21	-5	-3	2.4	2	-3	-1.4
- CCN(CC)S(=O)(=O)c1cccc(C(=O)N[C@H](C(=O)NNC(=O)c2ccccc2)C(C)C)c1
 : 0	5	-9	-2	-12	0.7	-8	0	-0.2
- O=C(NC(=S)Nc1ccccc1)C1CCCCC1
 : 4	0	-16	-6	-7	-0.3	16	-10	-0.7
- COc1ccc(/C(N)=N/OC(=O)Cc2cccs2)cc1
 : -7	5	-2	-5	-4	0.2	18	-6	-0.6
- CCn1c(Cc2ccccc2)nnc1SCC(=O)Nc1nnc(-c2ccccc2)s1
 : -6	4	12	-5	-6	-0.2	-8	13	-0.2
- O=C(CN1C(=O)COc2ccc(S(=O)(=O)N3CCCCCC3)cc21)NCc1ccc(F)cc1
 : -21	0	-9	-4	-11	1.4	4	12	1.4
- CCNC(=O)C1CCCN(C(=O)c2c(-c3ccccc3)noc2C)CC1 (configuration not stated)
 : x	1	0	0	x	0.2	7	10	x
- Brc1ccc2ncnc(Nc3ccc(N4CCOCC4)cc3)c2c1
 : -15	5	21	-4	0	1.8	13	-4	1.1
- CC(=O)Nc1ccc(NC(=O)C2(C)Cc3c(-c4ccc(NC(C)=O)cc4)ccnc3O2)cc1 (configuration not stated)
 : x	2	-5	-1	x	0.3	-4	14	x
- O=C(N/N=C\c1ccc2c(c1)OCO2)c1ccco1
 : -6	2	-16	-2	-6	-0.6	22	-13	0.2
- COc1cccc(CN2CCNC(=O)C2CC(=O)N2CCOc3ccccc3C2)c1OC (configuration not stated)
 : -22	66*	-1	-4	-5	0.1	1	-4	-0.3
- CCc1ccc(NC(=O)C(=O)N/N=C(\C)CC(=O)Nc2ccccn2)cc1
 : 23	0	8	-2	-8	0.9	12	-5	0.6
- CCC(=O)Nc1ccc(S(=O)(=O)N2CCN(c3ccc(F)cc3)CC2)cc1
 : -7	4	-10	-2	-10	0.5	-9	-16	6.0
- O=C(O)c1ccc(N/N=C/c2ccnc3ccccc23)cc1
 : -15	6	-9	-2	-3	-0.4	9	-9	-0.1
- Cc1ccc(Nc2n[nH]c(C)c2[N+](=O)[O-])c(C)c1
 : -5	0	-11	-8	-2	15	12	5	-0.5
- O=C(OCC(=O)N1CCCCCC1)c1cc(S(=O)(=O)N2CCOCC2)ccc1F
 : x	2	-11	-6	x	1.1	9	-14	x
- CC(OC(=O)c1ccc([N+](=O)[O-])s1)C(=O)NC1CCCCC1C (configuration not stated)
 : -17	0	-3	-1	-2	0.6	17	-7	-0.3
- CCOC(=O)CCn1cc(F)c(=O)n(Cc2ccccc2)c1=O
 : 3	2	5	-6	-2	0.2	14	-2	-0.3
- COc1cc(/C=C2\CCC(C)C3=C(c4cc(OC)c(OC)c(OC)c4)C(C#N)=C(N)OC32)cc(OC)c1OC (configuration not stated)
 : x	7	-9	-1	x	3.3	13	-5	x

3 of the entries above in order of the TAAR1 antag value, largest number first:
mol	TAAR1 antag	CHRM1 agonist	OXTR potentiate
Brc1ccc2ncnc(Nc3ccc(N4CCOCC4)cc3)c2c1	21	-4	0
COc1ccc(S(=O)(=O)N(Cc2ccc(OC)c(OC)c2)Cc2ccco2)cc1	16	-2	-23
O=C(O)c1ccc(N/N=C/c2ccnc3ccccc23)cc1	-9	-2	-3

Screening results: PubChem, The Scripps Research Institute Molecular Screening Center
